BoNT A protease – blocks Botulinum neurotoxin A light chain protease; multiplex microsphere protease substrate cleavage, flow cytometry; 360,000 compounds, 0.17% hits; inhibition, % at 10 µM; AID 588499; also: plate controls were buffer without enzyme for full effect and enzyme alone for no effect
TcdB inh – inhibitors of Clostridioides difficile toxin B glycohydrolase | P18177 | TcdB glycohydrolase enzymatic assay, plate reader | inhibition, % at 9.99 µM | 350,000 compounds, 0.24% hits | AID 652162; in the data active = inhibition above about 10%
Anthrax LF inh2 – anthrax lethal factor protease inhibition; multiplex microsphere protease cleavage assay, LF; inhibition, % at 10 µM; AID 588501; P15917; 360,000 compounds, 0.12% hits; also: plate controls were buffer without enzyme for full effect and enzyme alone for no effect
Target sequence (P15917 whole entry, looked up): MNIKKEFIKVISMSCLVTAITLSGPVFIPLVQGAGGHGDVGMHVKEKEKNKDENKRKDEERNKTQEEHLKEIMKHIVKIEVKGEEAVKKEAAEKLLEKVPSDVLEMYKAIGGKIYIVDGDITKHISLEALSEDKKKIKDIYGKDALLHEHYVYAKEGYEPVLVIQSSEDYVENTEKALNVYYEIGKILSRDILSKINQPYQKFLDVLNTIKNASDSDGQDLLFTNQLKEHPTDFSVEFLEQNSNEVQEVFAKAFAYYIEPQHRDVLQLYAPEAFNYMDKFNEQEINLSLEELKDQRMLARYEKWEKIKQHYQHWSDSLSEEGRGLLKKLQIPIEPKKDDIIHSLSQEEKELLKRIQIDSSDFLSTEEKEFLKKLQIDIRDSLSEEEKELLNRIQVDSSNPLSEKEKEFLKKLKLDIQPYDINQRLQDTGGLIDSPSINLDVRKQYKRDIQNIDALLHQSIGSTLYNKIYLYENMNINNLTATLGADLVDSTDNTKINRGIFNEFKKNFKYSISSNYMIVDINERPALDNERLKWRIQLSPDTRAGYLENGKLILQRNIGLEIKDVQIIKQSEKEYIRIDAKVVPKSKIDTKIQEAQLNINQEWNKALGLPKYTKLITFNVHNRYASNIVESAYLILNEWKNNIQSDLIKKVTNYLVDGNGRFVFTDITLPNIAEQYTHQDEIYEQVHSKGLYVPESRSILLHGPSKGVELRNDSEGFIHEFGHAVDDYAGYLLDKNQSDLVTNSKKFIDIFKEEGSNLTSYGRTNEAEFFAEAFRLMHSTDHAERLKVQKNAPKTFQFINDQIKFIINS
Yp Topo-I inh – Y. pestis Topo-I inhibition via cleavage products. Y. pestis Topo-I cleavage product accumulation, plate reader. activity, % at 10 µM. 360,000 compounds, 0.064% hits. AID 504884; in the data active = activity above about 50%, passing the limit was not always enough; inconclusive = no clear call, values can overlap the other calls; also: inactives centre near 2
PfHsp40 rescue – restores yeast growth despite PfHsp40 toxicity; growth rescue, % at 12.5 µM; S. cerevisiae expressing PfHsp40, growth rescue, ATP luminescence; 340,000 compounds, 0.68% hits; in the data active = growth rescue above about 28%, passing the limit was not always enough; inconclusive = no clear call, values can overlap the other calls;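 also: yeast W303a lacking pdr1 and pdr3 grown in galactose medium; growth measured after three days at 30 °C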
Vc quorum ag – quorum light induction in luxS cqsA deficient V. cholerae; V. cholerae BH1578 lux reporter, luminescence, 6 h; activation, % at 18.7 µM; 350,000 compounds, 0.16% hits; in the data active = activation mostly above about 9.7%, no sharp cut-off; inconclusive = no clear call, values can overlap the other calls; inactive = mostly below about 3.7%; also: not every result past the cut was called active; inactives centre near 0; reference of the scale not given here
SARS 3CLpro inh – SARS-CoV 3CLpro protease inhibition. P0C6X7. recombinant SARS-CoV 3CLpro, quenched FRET peptide cleavage. inhibition, % at 6 µM. 290,000 compounds, 0.14% hits. AID 1706; in the data active = inhibition above about 12%
CCHFV vOTU inh – CCHFV vOTU protease inhibition | 370,000 compounds, 0.55% hits | AID 651958 | inhibition, % at 11.5 µM | Pep-AMC fluorescence; in the data active = inhibition above about 30%; also: 0% = vehicle wells with enzyme and 100% = no enzyme wells
SSB-PriA inh – K. pneumoniae PriA-SSBct interaction inhibition | 430,000 compounds, 0.6% hits | AlphaScreen SSBct-PriA binding, biotinylated peptide | inhibition, % at 33 µM; in the data active = inhibition mostly above about 37%, no sharp cut-off; inactive = mostly below about 20%;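 also: plate controls were negative control peptide for no effect and reference peptide for full effect; strong numbers were not always called active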
VHR inh abs – inhibitors of human VHR1 phosphatase (DUSP3) | P51452 | recombinant VHR phosphatase, pNPP absorbance | inhibition, % at 13.3 µM | 290,000 compounds, 0.52% hits | AID 1654; in the data active = inhibition above about 50%; also: some compounds called inactive have numbers as strong as hits
Target sequence (P51452 whole entry, looked up): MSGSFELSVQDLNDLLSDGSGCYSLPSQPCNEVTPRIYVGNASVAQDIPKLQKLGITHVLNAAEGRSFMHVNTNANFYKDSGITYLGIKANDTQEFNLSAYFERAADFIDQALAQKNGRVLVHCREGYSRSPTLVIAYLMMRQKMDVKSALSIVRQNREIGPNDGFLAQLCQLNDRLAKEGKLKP
* hit, by the source's call; i = inactive; u = inconclusive; x = no result given; & = joins results of further samples; ! = not confirmed by another sample. Rule as the data show it, unless noted: active = inhibition above about 30%; inconclusive = no clear call, values can overlap the other calls; inactive = below that.

SMILES	BoNT A protease	TcdB inh	Anthrax LF inh2	Yp Topo-I inh	PfHsp40 rescue	Vc quorum ag	SARS 3CLpro inh	CCHFV vOTU inh	SSB-PriA inh	VHR inh abs
OC1CNc2c(ccc3ccccc23)C1 (stereo unspecified)	-0.5	-51	-5	1	-0.3	x	x	-95	-8	x
Cc1cc(=O)[nH]c(-c2ccccc2OC(F)(F)F)n1	u	2.7	-10	1	-0.2	-0.6	4	2	-14	3
COc1cc(C(=O)Nc2cccc(-n3cnnn3)c2)cc(OC)c1OC	0.2	-0.5	-1	-4	0.3	-7.1	-2	-13	-2	14
Cc1nn(Cc2ccccc2)c(C)c1C(=O)NCC(c1cccs1)N1CCOCC1 (stereo unspecified)	-26	2.0	-7	3	0.7	-7.1	x	-10	-14	x
O=C(NCc1ccncc1)C(=O)N/N=C/c1cccnc1	0.5	1.9	0	2	2.6	i	-6	-9	x	22
CCC(=O)Nc1ccc(-c2nc(-c3ccccc3)n(CC(=O)N3CCCCC3)n2)cc1	-0.1	x	-2	7	-1.1	-0.6	-3	8	-11	-25
O=C(CCCSc1nc(-c2ccco2)cc(C(F)(F)F)n1)NCc1cccs1	0.9	x	-3	29	-0.4	0.7	2	8	-19	-3
O=C(NCCCCNC(=O)c1ccccc1Br)c1ccccc1Br	0.5	-6.8	-1	-5	x	-0.9	x	-10	-6	x
Cn1nc(C(F)(F)F)c(C(=O)Nc2ccc(C(F)(F)F)cc2)c1Cl	-0.3	x	-12	-11	1.3	-2.5	3	2	-30	21
O=C(CNC(=O)c1ccco1)Nc1ccc(F)c(Cl)c1	-0.7	0.8	12	-2	0.6	i	-8	-1	-13	-18
COc1ccccc1NC(=O)Nc1ccc(Br)cn1	0.0	x	-2	7	-1.4	i	-1	3	-6	13
CCC(CC)C(=O)Nc1nnc(SCC(=O)N2CCN(c3ccccc3OC)CC2)s1	-0.2	x	-2	16	-1.5	-0.4	1	-9	3	25
CCNc1nc(Oc2ccc(=O)n(C)n2)nc(N2CCOCC2)n1	-0.5	x	1	-2	-1.3	i	1	2	-8	-20
COCCN1C(=O)N[C@@H](c2cccc(F)c2)C(C(C)=O)=C1C	-0.7	x	3	-7	-0.5	-11	x	3	-20	x
CCOC(=O)c1ccc(S(=O)(=O)N2CCN(C(=O)C3CSC4(C)CCC(=O)N34)CC2)cc1 (stereo unspecified)	3.4	1.1	3	0	-0.4	i	x	-1	2	x
CC(C)Cn1c(N)c(C(=O)COC(=O)C2CC(=O)N(Cc3ccccc3Cl)C2)c(=O)n(C)c1=O (stereo unspecified)	0.5	4.0	-1	28	-0.3	-0.2	-1	3	-7	12
O=C(c1ccccc1)c1cnc(-c2ccccc2)s1	0.0	0.8	-11	-1	-0.3	i	-1	2	-10	9
Cc1cc2cc(CNC(=O)c3ccc4c(c3)OCO4)ccc2n1C	65*	x	-50	-7	1.4	i	-2	0	39*!	-9
O=C(Cc1ccccc1F)NCC(=O)Nc1ccccc1Br	-0.3	2.0	-2	-1	-0.4	-0.4	1	3	-14	-4
CCc1nc(N)c(C#N)c(-c2ccc(F)cc2)c1C	0.1	x	-3	-5	-1.6	x	-1	-3	0	23
Cc1cccc(Nc2nnc(SCC(=O)c3c(N)n(C4CC4)c(=O)[nH]c3=O)s2)c1	2.8	0.1	-3	9	-1.9	-2.1	x	4	-1	x
Cn1cc(-c2nc3ccccc3[nH]2)c2ccccc21	0.5	x	-1	-10	1.2	i	-1	-9	16	-19
O=C(COC(=O)C1CCN(c2ccc(C(F)(F)F)cn2)CC1)NCc1ccccc1	-7.9	2.7	0	16	1.5	i	x	35*	-30	x
O=c1c(-c2ccco2)[n+]([O-])c2ccccc2n1OCc1ccccc1F	0.3	x	-3	5	0.6	-0.3	6	-4	0	4
CCOC(=O)CSC(CC)C(=O)Nc1nnc(CC)s1 (stereo unspecified)	-0.2	-0.2	-1	-4	-1.0	-0.1	-1	-4	3	26
COc1ccc(CN2CCN(c3ccccc3OC)CC2)c(OC)c1	-6.6	-0.2	2	5	-0.7	i	3	-13	0	16
CCOc1ccc(Oc2c(/C=N/NC(C)=O)c(C)nn2-c2ccccc2)cc1	0.9	x	0	1	1.4	-3.8	1	6	x	3
CCC(C(=O)NCc1ccco1)N(C(=O)CNS(=O)(=O)c1ccc(C)cc1)c1ccccc1F (stereo unspecified)	-2.5	0.5	-4	22	-0.2	-1.0	-5	-13	2	-30
c1ccc(-c2cn3c(n2)CCc2ccc4cccnc4c2-3)cc1	-1.5	x	-8	12	-0.7	i	1	0	39*	31
Cc1ccc(-n2ncc3c(NCc4ccco4)ncnc32)c(C)c1	-0.6	1.1	-3	0	0.0	-0.2	7	1	-7	16
COc1cccc(OC)c1C(=O)OCC(=O)NCC1CCCCC1	0.2	0.2	1	7	x	4.5	x	7	x	x
C=CCN1CC(O)=C(c2ccccc2)C1=N	0.9	x	1	1	-0.2	-3.7	5	4	-5	12
Cc1noc(COc2ccc(OCc3nc(C)no3)cc2)n1	-3.3	x	-8	-8	-0.4	-1.0	4	6	-10	24
O=C(O)c1cc(-c2cccs2)nc2cc3c(cc12)OCCO3	-0.4	-5.4	-6	1	0.9	-0.2	-2	-252	6	8
NC(=O)c1ccc(NC(=O)COC(=O)/C=C/c2cccs2)cc1	-1.0	1.3	6	-5	x	-0.4	2	9	-9	3
O=C(/C=C/c1ccc([N+](=O)[O-])cc1)NCc1cccnc1	1.1	x	3	-7	-1.6	i	4	4	0	-7
CCN(CC(=O)Nc1ccc2c(c1)OCCO2)c1nc(-c2cccnc2)nc2ccccc12	7.6	x	-1	8	0.2	-2.1	-2	-6	11	4
c1ccc2[nH]cnc2c1	0.6	0.7	3	-4	-1.2	-0.8	x	0	-1	x
O=C(CSc1ncnc2sc3c(c12)CCC3)N1CCOCC1	3.5	1.2	17	7	-0.2	-0.2	-7	-16	-3	20
Cc1ccc(C2(C)NC(=O)N(CC(=O)NC(=O)NC(C)(C)C)C2=O)cc1 (stereo unspecified)	-2.1	1.2	0	-5	-0.7	0.6	4	0	-8	7
O=S(=O)(NOCc1ccc(Cl)cc1)c1ccc(Cl)cc1	-0.3	0.3	2	4	1.0	i	6	11	-8	14
CC1=C(C(=O)OC(C)(C)C)C(c2cccc3ccccc23)NC(=O)N1 (stereo unspecified)	-2.2	-0.2	11	12	0.1	i	5	9	-11	-16
CCCOc1ccc(S(=O)(=O)n2cc(Br)c(=O)[nH]c2=O)cc1	-1.0	0.7	1	-8	0.4	-0.4	-4	-20	-8	30
CN1CCN(S(=O)(=O)c2cccc(C(=O)Nc3ccccc3N3CCCC3)c2)CC1	1.3	0.0	-3	1	-0.5	-1.7	-6	-20	-4	14
COc1cccc(N(CC(=O)NCCSc2ccccn2)S(=O)(=O)c2ccccc2)c1	-1.1	1.6	3	-6	2.0	-0.5	2	13	-9	14
O=C(O)CC1(CC(=O)Nc2ccccc2C(=O)c2ccccc2)CCCC1	-1.1	1.3	-14	1	0.3	i	2	14	-7	-24
Cc1cc(C)nc(NS(=O)(=O)c2ccc(NC(=S)NC(=O)CC(C)C)cc2)n1	0.1	x	0	-5	-1.0	-0.6	-1	13	-5	13
Cc1cc2nc(C3CCCCC3)c(CC(C)(C)C)n2c(C)c1Br	1.0	-0.4	4	x	x	x	x	7	x	x
CN1CCN(C(=S)NC(=O)/C=C/c2cccs2)CC1	-0.2	0.9	-1	-3	-0.7	-0.3	2	11	3&-6	23
COc1cc(NC(=O)c2ccco2)c(C(=O)O)cc1OC	-2.2	x	-3	-4	-0.1	-0.4	-2	-4	-5	9
Further results.
SMILES	BoNT A protease	TcdB inh	Anthrax LF inh2	Yp Topo-I inh	PfHsp40 rescue	Vc quorum ag	SARS 3CLpro inh	CCHFV vOTU inh	SSB-PriA inh	VHR inh abs
O=C(Nc1cccc(C(=O)N2CCOCC2)c1)C1CC1	-0.6	-0.6	-5	2	-0.1	-0.7	x	-6	-5	x
Cc1cc(C)cc(Cn2c3ccc(NC(=O)NCc4ccccc4)cc3c(=O)n2C)c1	0.0	-0.2	-11	25	x	-0.6	x	-109	x	x
CCCCN(CCCC)c1nc(-c2ccncc2)nc2ccccc12	0.1	0.1	-8	0	0.6	-0.9	-2	-8	-15	29
CCCn1cc(CN2CCC(Cc3ccccc3)(C(=O)OCC)CC2)c(C)n1	-0.9	-2.5	-1	2	0.9	-0.3	2	0	-9	13
O=C1NC(=S)SC1=Cc1ccccc1Br	-0.4	1.8	-1	10	u	-3.8	x	22	-4	x
CCOC(=O)N1CCN(S(=O)(=O)c2ccc(OCC(=O)OC)c(C)c2)CC1	-6.7	x	-1	-2	-0.1	3.0	-1	-2	-7	2
Cc1cccc(C(=O)N[C@H](C(=O)OCc2cc(=O)n3c(n2)sc2ccccc23)C(C)C)c1	0.3	0.8	-2	31	1.1	-0.2	6	-1	-8	42
O=C(NCc1cccnc1)c1cccc(S(=O)(=O)N2CCCC2)c1	-1.6	0.6	-14	-2	-0.5	i	-1	18	-3	41
O=C(CSc1ccc(Cl)cc1)NC1=NN(c2ccccc2)C(=O)C1	-0.7	0.3	-10	-15	-0.1	i	8	8	-6	1
COCc1cccc(C(=O)NC(c2ccccc2)c2ccccc2)c1	-2.1	-1.2	4	12	0.5	-0.3	2	3	-21	-19
COc1ccc(Br)cc1CN(C)C(=O)c1ccccc1OCc1c(C)noc1C	0.8	-0.4	-2	17	-2.1	-0.9	x	-2	-4	x
CN(C)CCCN(C(=O)c1ccc2c(c1)OCCO2)c1nc2cc3c(cc2s1)OCO3	-0.7	2.7	2	-4	-0.6	-0.4	-4	9	2&1	14
Cc1cc(SCC(=O)NCC2CCCO2)nc2ccccc12 (stereo unspecified)	1.7	1.1	6	-2	0.1	-0.1	-2	1	-6	1
O=C(O)CCC(NS(=O)(=O)c1ccc(-c2ccccc2)cc1)C(=O)O (stereo unspecified)	0.6	x	-6	6	0.1	-0.4	0	-2	-18	16
CCOC(=O)N1CCC2(CC1)C(C#N)=C(N)Oc1c2c(C)nn1-c1cccc(Cl)c1	1.0	-1.8	-1	0	-0.3	-6.7	-1	-6	16	17
C/C(=N/NC(=O)CNC(=O)c1ccccn1)c1ccccc1	0.9	-0.7	2	3	-0.7	-0.3	0	2	x	-4
O=C(CCNS(=O)(=O)c1ccc(Cl)cc1)Nc1ccncc1	-0.8	0.1	2	4	-1.2	-0.3	1	-1	-8	8
COc1cc(CCC(=O)Nc2cccc(C(F)(F)F)c2)cc(OC)c1OC	0.4	x	0	-7	-0.7	-0.2	1	-4	-20	-8
Cc1ccc(CN(Cc2ccccc2)C(=S)NCC(=O)NCc2cccnc2)o1	-1.1	-11	1	16	0.1	i	2	0	2	17
COc1ccccc1CNC(=O)C(Cc1ccccc1)NC(=O)c1ccccc1 (stereo unspecified)	-0.7	0.5	0	14	-1.0	-2.0	x	8	6	x
COc1ccc(NC(=O)CSc2nc(C)cc(C)n2)cc1	-0.6	x	-3	1	0.2	-0.5	2	-10	-14	-28

Shown field by field: entries from further up.
> Cc1cc(SCC(=O)NCC2CCCO2)nc2ccccc12 (stereo unspecified)
  BoNT A protease: 1.7
  TcdB inh: 1.1
  Anthrax LF inh2: 6
  Yp Topo-I inh: -2
  PfHsp40 rescue: 0.1
  Vc quorum ag: -0.1
  SARS 3CLpro inh: -2
  CCHFV vOTU inh: 1
  SSB-PriA inh: -6
  VHR inh abs: 1

> CN(C)CCCN(C(=O)c1ccc2c(c1)OCCO2)c1nc2cc3c(cc2s1)OCO3
  BoNT A protease: -0.7
  TcdB inh: 2.7
  Anthrax LF inh2: 2
  Yp Topo-I inh: -4
  PfHsp40 rescue: -0.6
  Vc quorum ag: -0.4
  SARS 3CLpro inh: -4
  CCHFV vOTU inh: 9
  SSB-PriA inh: 2&1
  VHR inh abs: 14

Some of the compounds tested (hit frequency here may not be typical).
